NCI-60 one-dose screen, 48 h, at 10 µM unless noted. Numbers give growth in % (100 = growth as untreated, 0 = no growth, -100 = all killed).
NCI-H322M = NCI-H322M lung cancer; 2.7% of 80,000 active
NCI-H226 = NCI-H226 lung cancer | 3.5% of 79,000 active
HT29 = HT29 colon cancer; 7.4% of 81,000 active
SW-620 = SW-620 colon cancer; 5.2% of 82,000 active; AID 1794795
KM12 = KM12 colon cancer cells; 5% of 82,000 active
COLO 205 = COLO 205 colon cancer; AID 1794742; 7.3% of 79,000 active
NCI-H460 = NCI-H460 lung cancer | 6.8% of 82,000 active | AID 1794736
HCT-15 = HCT-15 colon cancer. AID 1794746. 5.2% of 82,000 active
HCT-116 = HCT-116 colon cancer; 7.3% of 82,000 active; AID 1794798
An asterisk follows results filed as active; · = no result given. The calls were made as follows: active = growth percent below 10; inactive = the rest.

SMILES	NCI-H322M	NCI-H226	HT29	SW-620	KM12	COLO 205	NCI-H460	HCT-15	HCT-116
CC/C=C\CCC/C=C1/C(=O)C=C[C@@H]1C/C=C\CCCC(=O)O	107.1	90.3	31.9	9.7*	32.0	85.8	83.7	53.7	-30.2*
CCOC(=O)/C(C#N)=C/c1cccc(Cl)c1	105.7	93.7	110.1	105.1	112.9	112.7	102.7	97.8	104.8
CCOc1ccc(/C=N/Nc2cc(C)nc3ccc(Br)cc23)cc1	93.5	92.7	100.1	55.2	84.6	96.2	87.2	57.9	36.6
CC(CC(=O)c1ccccc1)=NCCN(C)C	96.8	100.9	98.7	94.5	104.2	104.9	101.1	100.2	99.4
C=C1C(=O)O[C@H]2[C@H]1CC/C(COC(=O)/C=C\C(=O)NCc1ccc(Cn3c(=O)sn(-c4ccc(OC)cc4)c3=O)cc1)=C\CC[C@@]1(C)O[C@@H]21	32.4	-65.9*	-22.9*	-53.6*	-64.5*	-45.9*	-65.5*	-58.1*	-65.5*
Cc1cc(NCCCCNc2ccnc3cc(Cl)ccc23)nc(Nc2ccc(C(=O)N3CCCCC3)cc2)n1	22.9	98.6	-25.4*	-70.2*	25.8	-67.8*	6.5*	-31.6*	-48.9*
CSc1nc(N)nn1S(=O)(=O)c1ccccc1	98.3	95.3	103.2	102.5	101.2	116.4	104.8	98.2	97.9
COc1cc(N=C2C(=O)N(Cc3ccc(Cl)cc3)c3ccccc32)cc(OC)c1OC	94.0	81.2	76.9	93.8	95.3	103.9	103.2	95.6	96.2
O=c1c2ccccc2nc2oc3ccccc3n12	106.0	98.9	103.4	96.6	99.9	117.7	100.3	93.9	98.7
c1cc(N2CCOCC2)nc(NCCCNc2nc(N3CCOCC3)nc(N3CCOCC3)n2)n1	101.4	96.2	95.3	98.3	100.4	103.2	105.2	102.0	99.5
O=C(O)COc1ccccc1Cl	114.1	86.2	105.7	104.0	101.4	·	116.9	96.5	94.7
Cc1cccn2c(C(=O)/C=C/c3ccc(N(C)C)cc3)cc(C(=O)/C=C/c3ccc(N(C)C)cc3)c12	103.0	96.9	110.3	101.5	101.7	109.8	110.6	94.4	95.1
COc1ccc(C(=O)C(C#N)c2cc(OC)c(OC)c(OC)c2)cc1 (stereo not drawn)	105.4	99.4	99.2	106.6	114.9	106.1	106.6	101.8	97.5
CCOC(=O)C(N)CSC(=O)NC (stereo not drawn)	120.8	147.3	115.8	109.5	137.5	116.7	144.6	129.4	274.0
N=C(N)c1ccc(Oc2ccc3ccc(=O)oc3c2)cc1	108.7	109.3	96.0	105.6	145.9	116.0	103.9	97.8	104.3
CCOC(=O)c1c(CN(C)Cc2ccccc2)nc2ccc(Cl)cc2c1-c1ccccc1	113.2	91.6	90.6	98.8	108.2	115.4	99.9	81.1	79.8
C=C1CC[C@@H]2[C@](C)(COC(C)=O)[C@H](OC(C)=O)CC[C@@]2(C)[C@@H]1CC(NC1CC1)C1=CCOC1=O (stereo partly drawn)	98.6	106.3	100.7	115.4	90.5	106.9	105.4	93.6	88.2
CN1CCN(c2ccc(-c3ccc4ncc(C#N)c(Nc5ccc(F)c(Cl)c5)c4c3)cc2)CC1	19.7	86.8	18.2	21.5	57.2	47.5	27.0	-12.9*	18.2
O=S(=O)(Nc1ccccn1)c1ccc(Nc2nc(N3CCOCC3)c3ccccc3n2)cc1	81.0	92.2	80.1	102.0	88.1	97.0	102.0	103.1	78.1
NCCNc1nc2ccc(F)cc2c2c(=O)c3cc(F)ccc3sc12	60.6	·	-39.5*	-73.5*	17.8	-52.2*	-54.7*	20.9	-87.1*
CN1CCC2(CC1)OC(c1ccccc1)C(c1ccccc1)O2 (stereo not drawn)	104.4	94.9	96.6	102.8	99.2	101.9	105.0	103.0	101.3
CCN(CC)CCCNCCS	93.4	106.0	110.3	103.2	101.8	107.6	111.7	103.2	99.7
COc1ccc(C2NC(=O)NC(C)=C2C(=O)OC(C)C)cc1OC (stereo not drawn)	102.7	106.1	104.8	107.8	104.9	119.3	108.0	104.5	101.0
Cc1nn(-c2ccccc2)c2ncnc(N/N=C/c3ccccc3)c12	95.0	78.3	89.1	106.8	80.9	104.4	95.6	85.4	98.1
CSCCC(NC(=O)c1ccccc1)C(=O)N/N=C1\S/C(=C/c2ccc(Cl)cc2)C(=O)N1Cc1ccccc1 (stereo not drawn)	106.6	88.2	96.8	97.8	109.3	109.3	95.4	100.7	79.8
CN1CCN(CCCOc2ccc3ncnc(Nc4ccc(OCc5cccc(F)c5)c(Cl)c4)c3c2)CC1	-9.9*	88.8	-49.5*	-78.7*	-56.0*	-46.5*	-68.9*	-50.8*	-87.9*
O=C(CNn1c(COc2ccccc2)nc2ccccc2c1=O)Nc1ccc(Cl)cc1	91.0	88.9	97.4	91.6	92.3	119.0	98.7	90.0	92.2
O=C(CN1CCN(Cc2c[nH]c3ccccc23)C(=O)c2ccccc2C1=O)NC12CC3CC(CC(C3)C1)C2	97.9	85.0	86.8	99.8	98.5	96.9	104.1	92.2	81.0
C#CCOC(=O)[C@]1(C)CC[C@]2(C)CC[C@@H]3C(=CC[C@H]4[C@@]3(C)CC[C@H]3C(C)(C)C(=O)CC[C@]43C)[C@@H]2C1	103.8	97.0	79.7	100.1	97.2	103.9	108.7	103.1	78.8
Cc1ccc2c(c1)[nH]c1ccccc12	103.6	96.3	102.0	106.6	97.1	108.9	100.7	90.1	97.1

Reprinted at random: 2 compounds from above.
SMILES	NCI-H322M	NCI-H226	HT29	SW-620	KM12	COLO 205	NCI-H460	HCT-15	HCT-116
C#CCOC(=O)[C@]1(C)CC[C@]2(C)CC[C@@H]3C(=CC[C@H]4[C@@]3(C)CC[C@H]3C(C)(C)C(=O)CC[C@]43C)[C@@H]2C1	103.8	97.0	79.7	100.1	97.2	103.9	108.7	103.1	78.8
O=C(CN1CCN(Cc2c[nH]c3ccccc23)C(=O)c2ccccc2C1=O)NC12CC3CC(CC(C3)C1)C2	97.9	85.0	86.8	99.8	98.5	96.9	104.1	92.2	81.0

(listing goes on)
SMILES	NCI-H322M	NCI-H226	HT29	SW-620	KM12	COLO 205	NCI-H460	HCT-15	HCT-116
C=CCO[C@H]1CO[C@H]2[C@@H]1OC[C@H]2OCC=C	96.4	99.1	111.8	112.9	104.5	120.4	105.2	113.4	104.8
O=[N+]([O-])c1cccc(N2COc3c(ccc4ccccc34)C2)c1	97.3	101.5	103.6	104.0	99.2	110.1	110.2	97.0	108.2
COc1ccc(C2C=C(c3ccc(Cl)cc3)N=C3SC(C)=CN32)cc1 (stereo not drawn)	91.2	89.0	101.2	97.5	95.6	104.6	97.3	88.4	93.8
NC/C(=C/F)COc1ccc2nc(NC3CCC(O)CC3)oc2c1 (stereo not drawn)	98.7	96.4	111.8	102.5	103.9	116.5	109.2	105.8	97.2
O=C(Nc1ccc(Cl)cc1)Nc1ccc(Cl)cc1	110.0	104.8	90.7	105.2	97.0	103.4	100.2	92.1	88.8
CN1C(=O)C(=Cc2ccc(OCC(=O)N3CCOCC3)cc2)C(=O)N(C)C1=O	99.9	113.6	112.4	103.7	106.0	108.0	104.8	106.0	104.6
COc1ccc(/C=N/NC(=O)c2ccc(S(C)(=O)=O)cc2)cc1	100.8	86.7	89.2	104.9	103.7	114.5	108.9	102.3	99.4
O=c1c2ccccc2nc(COc2ccccc2)n1NCc1ccc(F)cc1	97.1	85.0	110.4	96.9	88.8	119.5	103.3	98.5	102.4
CCOC(=O)c1c(C)oc2ncnc(Nc3ccc(C(=O)Nc4cccc(Cl)c4)cc3)c12	99.8	97.1	83.7	106.5	93.8	·	100.0	107.6	85.6
Cc1cc(C)c(NS(=O)(=O)c2ccccc2)c(C)n1	104.3	119.2	106.5	107.4	109.7	112.6	110.3	111.5	116.1

Filtered by structure: the entries above with two or more sulfur atoms
SMILES	NCI-H322M	NCI-H226	HT29	SW-620	KM12	COLO 205	NCI-H460	HCT-15	HCT-116
CSc1nc(N)nn1S(=O)(=O)c1ccccc1	98.3	95.3	103.2	102.5	101.2	116.4	104.8	98.2	97.9
CSCCC(NC(=O)c1ccccc1)C(=O)N/N=C1\S/C(=C/c2ccc(Cl)cc2)C(=O)N1Cc1ccccc1 (stereo not drawn)	106.6	88.2	96.8	97.8	109.3	109.3	95.4	100.7	79.8

Going on with the list.
SMILES	NCI-H322M	NCI-H226	HT29	SW-620	KM12	COLO 205	NCI-H460	HCT-15	HCT-116
CN1CCN(c2ccnc(SCC(=O)c3ccc(Cl)cc3)n2)CC1	83.1	86.3	89.4	94.2	87.2	110.2	94.3	86.9	88.6
COc1ccc(/C=C(/NC(=O)c2ccccc2)C(=O)O)cc1OC	·	99.9	98.4	103.8	99.0	103.9	109.5	105.1	114.9
COc1cc(OC)c(Cl)c(OC)c1	112.6	103.6	106.9	98.4	114.6	97.4	106.3	113.2	121.0
NC1=NC2(CCCc3ccccc32)n2c(nc3ccccc32)N1 (stereo not drawn)	126.8	93.5	93.0	100.2	67.4	84.5	94.3	83.3	99.8
COc1ccc(/C=C2\Oc3ccc(O)c(O)c3C2=O)cc1	106.8	95.9	98.7	106.0	105.2	120.0	104.2	100.3	104.6
COC(=N)N(Cc1ccccc1)Cc1ccccc1	108.2	105.7	109.2	109.6	113.0	122.0	122.0	115.1	86.7
Cc1cc(C(O)CN(CCCC(C)C)CCCC(C)C)cc2c1ccc1cc(C(C)C)ccc12 (stereo not drawn)	95.5	99.3	77.8	59.7	89.0	80.2	99.4	91.2	88.6
O=C(CSc1nnnn1-c1ccccc1)c1cc2cc(Cl)cc(Cl)c2oc1=O	107.1	93.7	111.1	100.9	101.0	105.3	105.7	102.9	90.9
C[C@@H]1NC(=O)CNC(=O)[C@H](CCCNC(=N)N)NC(=O)[C@H](Cc2ccc(O)cc2)NC(=O)[C@H](CO)NC(=O)[C@H](Cc2c[nH]c3ccccc23)NC(=O)[C@H](CCC(N)=O)NC(=O)[C@H](Cc2c[nH]cn2)NC(=O)[C@@H](Cc2ccc(O)cc2)NC(=O)CSC[C@@H](C(N)=O)NC(=O)[C@H](CO)NC(=O)[C@H](CCCNC(=N)N)NC(=O)[C@H](Cc2ccc(O)cc2)NC(=O)[C@H]([C@@H](C)O)NC1=O	112.3	118.0	112.7	105.8	105.5	120.6	108.0	111.6	105.7
Cc1ccc2c(c1C)C(=O)C(=O)N2	100.9	103.2	·	104.2	111.2	106.3	115.0	101.7	107.7
CCCCCCCCC(C)OC(=O)c1nn(C(C)=O)c2ccccc12 (stereo not drawn)	102.3	104.8	102.8	102.6	103.3	110.7	110.4	101.2	97.0
O=C(NCc1cccc(C(F)(F)F)c1)[C@H](CCC(=O)N1CCN(C2CCCCC2)CC1)N1C(=O)[C@@H](N2C(=O)OC[C@@H]2c2ccccc2)[C@H]1/C(Cl)=C/c1ccccc1	36.4	73.2	2.2*	74.9	34.5	40.7	47.8	31.8	34.3
Cc1c2cccnc2c(C)c2c1c1cc(CO)ccc1n2C	26.8	-33.4*	16.0	15.8	31.1	19.1	0.2*	18.7	7.0*
CCCCCCCCCCC(C(O)c1ccccc1)N1CCCCC1 (stereo not drawn)	45.8	33.6	-10.5*	-30.8*	8.2*	-76.3*	-74.5*	16.8	14.7
Nc1nnc(-c2ccc(N=Nc3ccc(S(N)(=O)=O)cc3)cc2)s1	90.2	85.5	103.4	103.9	101.6	107.3	97.3	97.0	78.9
C=C(CN1CC=CCC1)[C@@H]1CC[C@]2(C(=O)OC)CC[C@]3(C)[C@H](CC[C@@H]4[C@@]5(C)CC[C@H](OC(C)=O)C(C)(C)[C@@H]5CC[C@]43C)[C@@H]12	104.0	95.1	75.3	102.0	78.6	77.6	97.8	104.7	86.7
O=C(CCl)N1CCCc2ccccc21	94.0	101.1	103.4	99.0	90.4	107.8	99.3	99.8	95.9
CC(C)Oc1nc(-c2cccnc2)nc2c1sc(=S)n2-c1ccccc1	·	91.8	97.7	97.3	99.7	109.6	103.7	101.9	82.4
O=C(CNCc1cc(=O)oc2ccc3ccccc3c12)Nc1ccc(Cl)cc1	93.3	88.3	99.0	99.1	83.7	101.6	98.2	89.1	80.1
CCOC(CNCc1cc(C)c2[nH]c3ccccc3c2c1C)OCC	83.2	70.0	53.1	95.1	94.4	-25.4*	89.1	80.7	53.5
N=c1c(C(N)=O)cnc2n1CCCCC2	142.8	97.8	125.2	100.0	106.3	104.1	110.9	106.6	120.4
O=S(=O)(Nc1ccccc1Nc1ccccc1)c1ccccc1Cl	89.3	75.9	105.0	114.4	96.2	105.9	107.5	102.2	91.8
N#CSc1c[nH]c2ccc(/C=C/C(=O)/C=C(O)/C=C/c3ccc4[nH]cc(SC#N)c4c3)cc12	96.9	31.6	-10.1*	9.6*	24.9	-39.7*	12.5	-31.0*	9.4*
OCC1(CO)CCCC2(COC3(CCCCC3)OC2)C1	89.1	103.8	·	109.7	111.0	97.9	108.9	101.5	95.2
Cc1cc(O)c2c(c1)C[C@H]1[C@@H]3CC[C@H]4CC(=O)CC[C@]4(C)[C@H]3CC(=O)[C@]21C	104.0	94.6	67.6	102.8	81.2	103.7	99.2	45.3	77.1
COc1ccc(/C=N/NC(=O)CSc2nc3ccccc3c(=O)n2CCc2ccc(S(N)(=O)=O)cc2)cc1	89.8	77.4	99.4	101.1	69.8	103.0	80.6	69.7	65.1

Copied from the list:
N#CSc1c[nH]c2ccc(/C=C/C(=O)/C=C(O)/C=C/c3ccc4[nH]cc(SC#N)c4c3)cc12 – SW-620 = 9.6*
Cc1cc(O)c2c(c1)C[C@H]1[C@@H]3CC[C@H]4CC(=O)CC[C@]4(C)[C@H]3CC(=O)[C@]21C – HCT-15 = 45.3
OCC1(CO)CCCC2(COC3(CCCCC3)OC2)C1 – SW-620 = 109.7
N=c1c(C(N)=O)cnc2n1CCCCC2 – HCT-15 = 106.6
COc1ccc(/C=N/NC(=O)CSc2nc3ccccc3c(=O)n2CCc2ccc(S(N)(=O)=O)cc2)cc1 – COLO 205 = 103.0
O=S(=O)(Nc1ccccc1Nc1ccccc1)c1ccccc1Cl – COLO 205 = 105.9
